Compound activity from PubChem BioAssay.
Vif-APOBEC3G blk: Vif-A3G binding inhibition; HeLa A3G-eYFP + Vif (tagged APOBEC3G with the HIV-1 protein that degrades it), YFP fluorescence, overnight; Q9HC16; Potency, µM (series often up to 46.1 µM), inactives show at the top dose activity, negative = active, actives largely listed as inhibitors; 0.076% of 410,000 active; AID 602310;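 further: potency means the concentration at half of the fitted maximal effect; on the % scale 0 is the no-effect control and ±100 the full control effect; nearly all actives have a fitted effect of over 60% in size; hits raise eYFP signal because A3G escapes Vif-driven loss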
Target sequence (Q9HC16 whole entry, looked up): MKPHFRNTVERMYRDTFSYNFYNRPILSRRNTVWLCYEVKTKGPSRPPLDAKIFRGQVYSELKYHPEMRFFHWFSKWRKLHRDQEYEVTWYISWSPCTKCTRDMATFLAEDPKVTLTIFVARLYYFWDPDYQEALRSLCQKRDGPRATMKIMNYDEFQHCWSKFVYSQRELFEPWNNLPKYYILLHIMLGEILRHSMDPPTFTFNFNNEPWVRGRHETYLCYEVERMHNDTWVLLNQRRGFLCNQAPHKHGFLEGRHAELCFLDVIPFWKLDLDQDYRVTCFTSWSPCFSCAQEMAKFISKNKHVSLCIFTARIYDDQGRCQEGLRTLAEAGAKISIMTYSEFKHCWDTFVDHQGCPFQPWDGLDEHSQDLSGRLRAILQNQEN
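HeLa cells stably expressing Vif and C-terminally eYFP-tagged A3G, seeded overnight at 37 deg C, then exposed to compound by pintool overnight at 37 deg C. Rise in yellow fluorescence (Ex 488/Em 500-530, Acumen) marks blocked Vif-driven A3G degradation.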
LDHA inh: inhibitors of human lactate dehydrogenase A. P00338. purified LDHA, NADH/diaphorase-resazurin fluorescence; stronger effect = lower value. activity change, % (values are at about 110 or 230 µM). 0.15% of 480,000 active; in the data active means activity change below about -30%; inconclusive means mostly about -25% to -30%;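 further: plate controls were DMSO wells for no effect and wells without enzyme for full effect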
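Human LDH5 (2 nM) was incubated with 0.06 mM NADH and 0.2 mM pyruvate for 5 min at room temperature in Tris pH 7.4. Remaining NADH was coupled through diaphorase/resazurin, and resorufin fluorescence was read at 0 and 20 min.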
GRP78 ERSR act: induces the endoplasmic reticulum stress response in human glioma cells; 0.02% of 420,000 active; U87-MG GRP78 promoter luciferase reporter, 16 h; Potency, µM, without a hit: top-dose activation, most hits filed as activators; further: potency means the concentration at half of the fitted maximal effect; series mostly up to about 76 µM; % of control where 0% means no effect; nearly all actives have a fitted effect of over 35% in size
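Stably transfected U87-MG glioma cells carrying a GRP78-based luciferase sensor; 16 h compound incubation. Luminescence end-point read 10 min after Bright-Glo addition at room temperature.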
Vif-A3F inh: blocks the Vif interaction with APOBEC3F; HeLa A3F-eYFP + Vif (tagged APOBEC3F with the HIV-1 protein that degrades it), YFP fluorescence increase; Potency, µM (series often up to 46.1 µM), for the others: at the top dose activity, negative = active; 0.2% of 390,000 active; AID 602313; further: potency means the concentration at half of the fitted maximal effect; % of control where 0% means no effect; nearly all actives have a fitted effect of over 65% in size
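Fluorescence increase (Ex 488/Em 500-530) after overnight compound treatment at 37 deg C flags inhibition of Vif-driven A3F-eYFP loss in stable HeLa A3F-eYFP/Vif cells seeded overnight beforehand.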
D2 antagonist: D2 dopamine receptor (human) antagonism | P14416 | HEK293 TREx D2 cells, calcium flux, dopamine EC80 | inhibition, % at 10 µM | 2% of 340,000 active | AID 485344; in the data active means inhibition above about 30%; further: 0% is about no effect
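Overnight-induced (tetracycline, 30 C) HEK293 T-REx cells carrying force-coupled D2 receive a no-wash calcium dye, then compound, then EC80 dopamine at 180 s; signals are read kinetically throughout.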
ERG-DNA inh: blocks human ERG Ets domain binding to DNA; P11308; fluorescence polarization, His-ERG Ets domain / labelled DNA; Potency, µM (doses to about 76.9 µM), inactives show top-dose FP activity, negative = inhibition, usual class: inhibitors; 0.028% of 370,000 active; AID 624246; active means well fitted inhibition curve with a large enough effect in the polarisation, with a control signal flat; inconclusive means small, poorly fitted or top-dose-only effect, or effect the other way, or a change in a side signal; inactive means no such curve, though single readings can be large or run the other way; the % refers to the polarisation;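 further: polarization taken with two DNA probes labelled with fluorescein and Texas red; potency means the concentration at half of the fitted maximal effect; % of control where 0% means no effect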
Target sequence (P11308 whole entry, looked up, the tested form may be a part): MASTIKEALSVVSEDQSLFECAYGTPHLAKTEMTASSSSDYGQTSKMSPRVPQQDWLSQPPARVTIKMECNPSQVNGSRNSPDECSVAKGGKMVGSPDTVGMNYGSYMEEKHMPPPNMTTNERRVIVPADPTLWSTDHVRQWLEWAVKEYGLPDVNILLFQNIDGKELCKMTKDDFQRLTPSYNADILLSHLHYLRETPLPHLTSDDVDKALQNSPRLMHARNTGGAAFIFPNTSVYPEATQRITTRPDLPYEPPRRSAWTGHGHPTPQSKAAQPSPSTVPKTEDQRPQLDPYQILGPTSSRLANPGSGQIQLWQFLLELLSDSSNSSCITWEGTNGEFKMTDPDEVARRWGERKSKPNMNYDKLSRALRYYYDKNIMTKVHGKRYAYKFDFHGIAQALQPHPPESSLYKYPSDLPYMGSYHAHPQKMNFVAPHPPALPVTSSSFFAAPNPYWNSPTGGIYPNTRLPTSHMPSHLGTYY
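His-tagged ERG Ets domain (1 uM in the protein solution; 300mM KCl, 50mM Tris-HCl, 1mM EDTA, 1mM DTT, pH 7.5) received compound, then a probe mix of 5 nM fluorescein-DNA and 100nM Texas-615-DNA. Fluorescence polarization was read for both dyes.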
D2 agonist: D2 dopamine receptor (human) agonism | P14416 | HEK293 T-REx D2 cells, calcium flux agonist mode | activation, % at 2 µM | 0.53% of 340,000 active | AID 485358;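 active means activation over 3 SD above normal in the single-dose calcium agonist read, cut at about 30% in these data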; further: 0% is about no effect
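Agonism scored from kinetic calcium signal (1 read/sec, 180 s) following compound pin transfer, after a 10 s baseline. Cells: HEK293 Trex line expressing inducible D2 receptor coupled to calcium, dye-loaded after overnight culture at 30 C.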
ALOX12 inh: inhibitors of human 12S-lipoxygenase ALOX12. P18054. purified 12hLO, xylenol orange hydroperoxide absorbance. Potency, µM (top dose mostly 108 µM), inactives show top-dose activity change, negative = inhibition, most hits filed as inhibitors. 1.1% of 580,000 active; further: potency means the concentration at half of the fitted maximal effect; on the % scale 0 is the no-effect control and ±100 the full control effect
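Hydroperoxide product was detected by ferrous iron/xylenol orange as the 573 to 405 nm absorbance ratio. Arachidonic acid at 40 uM (final) was turned over for 30 min at room temperature by 150 nM human 12hLO, pH 7.0 Hepes buffer, after 15 min compound preincubation.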
RGS4 inh: inhibitors of human regulator of G protein signaling 4; Transcreener GDP fluorescence polarization, RGS4-accelerated GTP hydrolysis; 0.039% of 390,000 active; P49798; Potency, µM (doses to about 114 µM), inactives show at the highest dose activity change, negative = inhibition, most hits filed as inhibitors; further: potency means the concentration at half of the fitted maximal effect; on the % scale 0 is the no-effect control and ±100 the full control effect; nearly all actives have a fitted effect of over 75% in size; some results filed as inactive show a strong effect at the top dose
Target sequence (P49798 whole entry, looked up): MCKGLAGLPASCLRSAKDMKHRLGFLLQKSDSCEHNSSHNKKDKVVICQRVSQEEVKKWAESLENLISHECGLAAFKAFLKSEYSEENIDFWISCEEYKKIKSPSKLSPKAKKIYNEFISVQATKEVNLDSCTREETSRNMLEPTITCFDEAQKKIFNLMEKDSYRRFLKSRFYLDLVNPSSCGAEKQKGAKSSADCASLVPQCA
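MLSMR compounds (23 nl, pin-transferred) preincubated 10 min at room temperature with a 500nM (2x) first reagent, then RGS4 at 900nM (2x) plus Transcreener GDP mix added; fluorescence polarization (620/688 nm) read before and after 90 min at 30 °C.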
An asterisk follows results filed as active; i = inactive; ? = inconclusive; · = no result given; & = joins results of further samples; [ ] = dose if it differs, or a comment. Unless noted, the call rests on the fitted dose curve; in most records, active means well fitted curve in the direction sought with a large enough effect; inconclusive means small, poorly fitted or top-dose-only effect, or another doubt; inactive means no such curve, though single readings can be large; an effect the other way counts as inactive or inconclusive. These rows are one share of the data. The share of hits here may be higher or lower than overall.

molecule	Vif-APOBEC3G blk	LDHA inh	GRP78 ERSR act	Vif-A3F inh	D2 antagonist	ERG-DNA inh	D2 agonist	ALOX12 inh	RGS4 inh
CCc1nonc1NC(=O)COc1cc(C)c(Cl)c(C)c1	1%	0	-5%	-14%	10	12%	-0.3	-11%	4%
O=c1[nH]c(=S)[nH]c2c1C(c1ccc(Cl)cc1)OC(C1CCCCC1)C2 (configuration not stated)	-22%	-14	7%	·	·	·	·	-86%	·
COC(=O)CNC(=O)CSc1nnc(-c2ccc(OC)cc2)n1CC(C)C	3%	0	3%	-9%	-12	-9%	0.7	-19%	-22%
COc1ccc(S(=O)(=O)NCC2CCCN(C(=O)CCC(F)(F)F)C2)cc1 (configuration not stated)	6%	-8	0%	6%	-6	-5%	0.0	45%[activator]	9%
COc1ccc([N+](=O)[O-])cc1N(CC(O)CN1CCCC1)S(=O)(=O)c1ccc(C)cc1 (configuration not stated)	0%	-3	-5%	-3%	14	-11%	0.2	-15%	0%
CN1CCN(c2ccc(Cl)cc2NC(=O)c2nn(-c3ccccc3)c(=O)c3ccccc23)CC1	2%	-3	-2%	-8%	-21	0%	0.4	23%	-2%
COC(=O)c1cc(S(=O)(=O)N2CCC(C(N)=O)CC2)oc1C	-6%	1	-2%	3%	2	6%	1.2	80%[activator]	6%
C=C1CCN([C@@H](CC(C)C)C(=O)NCc2ccc(Cl)c(Cl)c2)S(=O)(=O)c2ccccc21	-3%	2	-2%	2%	·	-15%	·	-10%	8%
O=C(Nc1ccc(F)cc1F)c1cc2ccccc2oc1=O	1%	-9	2%	11%	·	-9%	·	3%	26%
COCCN(Cc1ccccc1)C(=O)C1CCN(S(=O)(=O)c2ccc3c(c2)OCCO3)CC1	0%	-15	0%	8%	-15	1%	0.4	-32%	-21%
CCc1nnc2c(N(C)S(=O)(=O)c3ccc(C)cc3)nc3ccccc3n12	0%	0	-1%	-11%	-3	-1%	0.3	1%	4%
COc1ccc(NC(=O)CSc2nc(C)cc(C)c2C(=O)Nc2ccccc2OC)cc1	2%	-1	-1%	-4%	·	3%	-0.8	-14%	-9%
CC(=O)Nc1ccc(C(=O)OCC(=O)NCc2cccs2)cc1	-3%	-15	1%	-13%	-38	10%	1.5	32%[activator]	-26%
CC1CSC(N(C(=O)c2ccc(S(C)(=O)=O)cc2)c2ccc(Cl)cc2)=N1 (configuration not stated)	2%	-3	1%	3%	3	-13%	0.0	i	-21%
COc1cccc(OCC(O)CN2CCN(CCN3C(=O)c4cccc5cccc(c45)C3=O)CC2)c1 (configuration not stated)	9%	2	-8%	-4%	-7	-7%	-0.5	?	0%
O=C(COC(=O)c1cccs1)Nc1ccc(Cl)cn1	2%	-5	-1%	1%	·	10%	·	4%	-20%
O=C(c1ccc(N2C(=O)CCC2=O)cc1)N1CCOCC1	1%	-2	-3%	-1%	53*	·	0.4	-10%	12%
CCCn1c(=O)c2c(nc3n2CCN3Cc2ccco2)n(C)c1=O	2%	-1	-1%	-12%	0	-2%	0.6	2%	22%
CC1CC(C)CN(C(=O)c2ccc3c(c2)N(Cc2ccccc2)CCS3)C1 (configuration not stated)	-10%	0	-4%	?	-20	2%	-1.6	·	-17%
COc1ccccc1Nc1nnc(SC(C)C(=O)NC2CC2)s1 (configuration not stated)	0%	-3	3%	-6%	-8	-3%	0.6	-3%	18%
CCCC(=O)Nc1c(O)c2ccccc2[nH]c1=O	0%	4	1%	-4%	-2	-4%	0.4	0%	6%
CC(C)(C)CC(=O)Nc1cccc(-c2cn3cccnc3n2)c1	-1%	1	-1%	3%	-2	0%	-0.1	0%	-14%
CC(NC(=O)COC(=O)CN1C(=O)C2CCCCC2C1=O)c1ccccc1 (configuration not stated)	0%	-3	-5%	5%	·	14%	·	-20%	-6%
CCCCc1ccc(S(=O)(=O)Nc2nnc(C)s2)cc1	-3%	0	-2%	0%	1	0%	0.2	0%	-20%
CCn1ccc2cc(S(=O)(=O)N3CCC(C(=O)NCc4cccc(Cl)c4)CC3)ccc21	1%	2	-1%	-4%	·	0%	-0.4	-16%	-4%
CCOc1ccc(NC(=O)c2cc3c(=O)n4cccc(C)c4nc3s2)cc1	1%	-4	-2%	-9%	·	-3%	-0.4	-21%	-1%
CC1(C)CC2CC(C)(CN2C(=O)CCCN2C(=O)c3ccccc3C2=O)C1 (configuration not stated)	-8%	1	-2%	1%	9	-11%	0.5	139%[activator]	-27%
CCC/C=C1/CCCOC(C(=O)NCc2ccc(C)o2)(C(F)(F)F)C1 (configuration not stated)	-13%&0%	5	-10%&-3%	-13%	·	-2%	·	-3%	?
COC(=O)c1cccc(CN2C(=O)SC(Nc3ccc(Cl)cc3)C2=O)c1 (configuration not stated)	-2%	-1	-1%	-3%	·	2%	0.7	-1%	-10%
Cn1c(N)c(C(=O)COC(=O)CNS(=O)(=O)c2ccc(Cl)c(Cl)c2)c(=O)n(C)c1=O	0%	-6	-2%	5%	6	1%	0.0	-16%	10%

Later entries.
Values run as follows: Vif-APOBEC3G blk | LDHA inh | GRP78 ERSR act | Vif-A3F inh | D2 antagonist | ERG-DNA inh | D2 agonist | ALOX12 inh | RGS4 inh
O=C(CCc1nc(-c2ccccc2F)no1)NC1CCCCCC1
    -1% | -4 | -2% | 4% | 2 | -5% | 0.3 | -29% | -35%
COc1cc(/C=N/NC(=O)c2nc(C)cc(C)n2)ccc1O
    -1% | -7 | 3% | -8% | -21 | 6% | 0.4 | 470%[activator] | -10%
COC(=O)CC1COc2ccccc2N1S(=O)(=O)c1ccc(OC)cc1 (configuration not stated)
    ? | -1 | -4% | 11% | 0 | -1% | 0.4 | 4% | -3%
COc1ccc(S(=O)(=O)Nc2ccccc2C)cc1C(=O)N1CCOCC1
    -1% | -5 | -4% | -3% | -7 | -1% | -2.4 | 0% | 25%
CNC(=O)c1cc2c(cn1)[nH]c1ccccc12
    2%&4% | -1&1 | -2%&2%&3%&2% | 6% | · | 16% | · | 35%&14%&7%[activator] | -3%[56.9 µM]
CC1C(=O)N(Cc2cn(CC3CCCCC3)nn2)CCS(=O)(=O)N1Cc1ccc(-c2ccc(Cl)cc2)cc1 (configuration not stated)
    -12% | -1 | -1% | 7% | · | · | · | · | ·
CCn1c(CNc2ccc(F)cc2)nnc1SCC#N
    2% | -7 | -5% | 4% | -11 | 7% | -1.3 | -4% | 23%
CC(C)(C)c1ccc(C(=O)N2CCC2(C)C(=O)NS(=O)(=O)c2ccc(C#N)cc2)cc1 (configuration not stated)
    2% | -2 | -4% | · | · | · | · | -12% | ·
CCCC(=O)NC(c1ccc(Cl)cc1Cl)c1ccc2cccnc2c1O (configuration not stated)
    -9% | -5 | -8% | 7% | 6 | 2% | -0.7 | 7% | -15%
COc1ccc(Cc2nc3ccccc3n2Cc2ccccc2F)cc1
    0% | -3 | -1% | 1% | · | 2% | · | 1% | 19%

Ordered by SMILES length (falling): three of the compounds above.
Values run as follows: Vif-APOBEC3G blk | LDHA inh | GRP78 ERSR act | Vif-A3F inh | D2 antagonist | ERG-DNA inh | D2 agonist | ALOX12 inh | RGS4 inh
CC1C(=O)N(Cc2cn(CC3CCCCC3)nn2)CCS(=O)(=O)N1Cc1ccc(-c2ccc(Cl)cc2)cc1 (configuration not stated)
    -12% | -1 | -1% | 7% | · | · | · | · | ·
COC(=O)CC1COc2ccccc2N1S(=O)(=O)c1ccc(OC)cc1 (configuration not stated)
    ? | -1 | -4% | 11% | 0 | -1% | 0.4 | 4% | -3%
COc1ccc(Cc2nc3ccccc3n2Cc2ccccc2F)cc1
    0% | -3 | -1% | 1% | · | 2% | · | 1% | 19%

(cont.)
Values run as follows: Vif-APOBEC3G blk | LDHA inh | GRP78 ERSR act | Vif-A3F inh | D2 antagonist | ERG-DNA inh | D2 agonist | ALOX12 inh | RGS4 inh
C=C(C)CSc1nnc(CCNC(=O)OC(C)(C)C)o1
    0% | -4 | 0% | -5% | · | -10% | · | -3% | 24%
C=CCNC(=S)Nc1ccccc1
    -1% | -7 | -3% | -2% | -10 | · | -0.1 | 6%[57.4 µM] | -4%
COc1ccc2cc(C(N)=O)/c(=N/NC(=O)c3ccco3)oc2c1
    -1% | 1 | 0% | 1% | -9 | 0% | -0.1 | 5% | -5%
CCN(CC)Cc1c(CC(C)C)oc(C)c1C(=O)O
    1% | 5 | -6% | -10% | -8 | 2% | 0.9 | -15% | -13%
CCCn1nc(C(=O)Nc2ccc3c(c2)OCO3)c2ccccc2c1=O
    -2% | 0&-1 | 1% | 3% | -4 | 1% | 0.7 | -4%&33% | 19%
CC(=O)C1=C(C)NC2(O)c3ccccc3C(=O)C12O (configuration not stated)
    1% | 11 | -1% | 2% | -13 | -3% | 1.5 | -23% | -19%
O=C(O)c1ccc(N2CCOCC2)c(N2C(=O)C3C4C=CC(C4)C3C2=O)c1 (configuration not stated)
    -6% | -4 | 0% | 16% | -3 | -7% | -0.6 | 6% | 5%
